MCF10A rerep: induces DNA re-replication in MCF 10a normal breast cells | MCF 10A DNA re-replication, Hoechst nuclear intensity, 48 h | Potency, µM (top dose mostly 46.1 µM), without a hit: at the highest dose activity, positive = re-replication, usual class: activators | 350,000 compounds, 2.9% hits; also: potency is read from the fitted curve at half-maximal effect; % of control where 0% means no effect; nearly all actives have a fitted effect of over 50% in size
HT1080-NT tox: kills 2HG-producing HT-1080-NT fibrosarcoma cells; 360,000 compounds, 1.6% hits; HT-1080-NT fibrosarcoma viability, CellTiter-Glo ATP luminescence, 48 h; Potency, µM (titrated, usually from 46.1 µM), without a hit: top-dose activity, negative = less viability, usual class: cytotoxic;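 also: NT is the 2HG producing partner of a matched IDH1 knockdown line; potency is read from the fitted curve at half-maximal effect; 0% = DMSO-treated cells and -100% = media-only wells without cells; nearly all actives have a fitted effect of over 55% in size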
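Compounds were tested in concentration-response format on HT-1080-NT cells for 48 hours at 37 degrees C. Cell viability came from CellTiter-Glo luminescence; curves were classified by r2, response magnitude and activity.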
DRD3 agonist: agonists of human D3 dopamine receptor; P35462; D3R DiscoveRx beta-arrestin cells, luminescence, 90 min; max activation, %; 410,000 compounds, 0.58% hits; in the data active = max activation above about 30%; also: 0% is about no effect; mostly tested at two doses, the higher about 12 µM
Target sequence (P35462 whole entry, looked up): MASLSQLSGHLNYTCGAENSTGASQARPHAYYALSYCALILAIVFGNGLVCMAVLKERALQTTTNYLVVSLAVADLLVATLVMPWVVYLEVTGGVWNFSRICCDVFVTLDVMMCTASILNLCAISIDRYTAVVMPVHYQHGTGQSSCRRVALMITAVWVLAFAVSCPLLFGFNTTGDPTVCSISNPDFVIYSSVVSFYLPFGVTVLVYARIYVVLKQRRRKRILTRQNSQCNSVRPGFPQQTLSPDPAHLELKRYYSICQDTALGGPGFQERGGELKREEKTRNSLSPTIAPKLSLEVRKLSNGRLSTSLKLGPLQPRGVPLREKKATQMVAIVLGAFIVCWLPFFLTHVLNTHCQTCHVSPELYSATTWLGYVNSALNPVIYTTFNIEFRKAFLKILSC
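Cells at 1500/well, incubated overnight, then treated with pinned compounds (dopamine as control) for 90 min at 37 degrees C. DiscoveRx reagent added for 30 - 60 minutes at room temperature; luminescence read.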
KB-3-1 tox: KB-3-1 parental cell cytotoxicity; 400,000 compounds, 1.4% hits; KB-3-1 viability, CellTiter-Glo ATP luminescence, 72 h; AID 1347075; Potency, µM (highest dose often 46.1 µM), for the others: at the top dose activity change, negative = cytotoxic, most hits filed as cytotoxic; also: potency is read from the fitted curve at half-maximal effect; % is scaled to controls: 0 for no effect and ±100 for the full control effect; nearly all actives have a fitted effect of over 60% in size
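Parental KB-3-1 viability, qHTS format: 72 h compound exposure, 37 °C; CellTiter-Glo; media-only wells and DMSO plates as controls; concentration-effect fits on corrected data.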
IL-1B inflam inh: inhibitors of inflammasome signaling (IL-1 beta secretion); activity change, % at 57.5 µM; THP-1 LPS/ATP IL-1B secretion, AlphaLISA, 16 h; stronger effect = lower value; 360,000 compounds, 4.7% hits; in the data active = activity change below about -50%; inconclusive = mostly about -30% to -49%; also: % is scaled to controls: 0 for no effect and ±100 for the full control effect
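Secreted IL-1B measured by AlphaLISA bead assay after 16 h compound exposure of THP-1 cells; compounds (final up to 57.5 uM) added 1 h before LPS (250 ng/mL) and ATP (1.25 mM) stimulation; lower signal means less secretion.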
SW480 rerep: induces DNA re-replication in SW480 colon adenocarcinoma cells; 340,000 compounds, 1.8% hits; AID 624297; Potency, µM (titrated, usually from 46.1 µM), for inactives: at the highest dose re-replication activation, usual class: activators; SW480 DNA re-replication, Hoechst DNA content imaging, 48 h; also: potency is read from the fitted curve at half-maximal effect; % of control where 0% means no effect; nearly all actives have a fitted effect of over 55% in size
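SW480 cells exposed to compounds for 48 hr at 37 C, 5% CO2, then Hoechst-stained 40 min. Nuclear DNA content imaged by fluorescence scanning (405 nm excitation, 500-530 nm emission); re-replication scored as increased high-intensity nuclei.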
GLP1R cytotox: cytotoxic in the GLP-1 receptor inverse agonist counter-screen; AID 624418; HEK293 cAMP-luciferase reporter cells, luminescence, 24 h; Potency, µM (highest dose often 38.3 µM), for the others: at the top dose activity change, negative = inhibition, hits mostly inhibitors; 410,000 compounds, 0.13% hits;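 also: loss of luciferase light is scored as toxicity; potency is read from the fitted curve at half-maximal effect; % is scaled to controls: 0 for no effect and ±100 for the full control effect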
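Step one: seed cells (200 cells/uL, DMEM with 10% Nu serum, 1% pen-strep). Step two: 12-hour incubation at 37 deg C. Step three: pin 23 nL compound, incubate 24 hr. Step four: add luciferase reagent, read luminescence 12 min later.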
KB-V1 MDR tox: kills drug-selected multidrug resistant KB-V1 cells; KB-V1 MDR cells viability, CellTiter-Glo, 72 h; Potency, µM (titrated, usually from 46.1 µM), without a hit: at the highest dose activity change, negative = cytotoxicity, most hits filed as cytotoxic; 400,000 compounds, 3.4% hits; AID 1347076; also: potency is read from the fitted curve at half-maximal effect; % is scaled to controls: 0 for no effect and ±100 for the full control effect; nearly all actives have a fitted effect of over 60% in size
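In this primary screen, KB-V1 cells overexpressing P-gp are incubated with library compounds (lowest to highest concentration) for 72 h at 37 degrees C before a luminescent ATP viability read.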
HT1080 IDH1KD tx: HT-1080 IDH1 knockdown cell toxicity (counter line) | AID 686971 | Potency, µM (titrated, usually from 46.1 µM), inactives show at the top dose activity, negative = toxicity, usual class: cytotoxic | 360,000 compounds, 2% hits | HT-1080 IDH1 knockdown viability, ATP luminescence, 48 h;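 also: potency is read from the fitted curve at half-maximal effect; 0% = DMSO wells and -100% = cell-free medium wells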
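Using the IDH1-knockdown HT-1080 line run in the same batch and compound series as the NT line, viability after 48 h at 37 °C was determined by CellTiter-Glo luminescence and expressed as % activity.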
* = called active by the depositor; ? = inconclusive; nt = not tested or not shown; [ ] = remark or other dose. Unless noted, calls follow the shape of the dose curve; as a rule, active = well fitted curve in the direction sought with a large enough effect; inconclusive = small, poorly fitted or top-dose-only effect, or another doubt; inactive = no such curve, though single readings can be large; an effect the other way counts as inactive or inconclusive.

Start of the data: the first three records (preview)
SMILES	MCF10A rerep	HT1080-NT tox	DRD3 agonist	KB-3-1 tox	IL-1B inflam inh	SW480 rerep	GLP1R cytotox	KB-V1 MDR tox	HT1080 IDH1KD tx
O=c1oc2cc(Oc3ccc(C(F)(F)F)cc3[N+](=O)[O-])ccc2c2c1CCCC2	?	4%	-8	-16%	-2	5%	0%	-18%	7%
CN1C(=O)NC(NC(=O)C2CCCCC2)(C(F)(F)F)C1=O (stereo not drawn)	-3%	13%	1	10%	30	-5%	-6%	12%	10%
Clc1ccc(Cn2nnc(-c3ccccc3)n2)cc1	-27%	21%	5	-1%	-20	1%	-14%	4%	15%

Results (from the top)
SMILES	MCF10A rerep	HT1080-NT tox	DRD3 agonist	KB-3-1 tox	IL-1B inflam inh	SW480 rerep	GLP1R cytotox	KB-V1 MDR tox	HT1080 IDH1KD tx
O=c1oc2cc(Oc3ccc(C(F)(F)F)cc3[N+](=O)[O-])ccc2c2c1CCCC2	?	4%	-8	-16%	-2	5%	0%	-18%	7%
CN1C(=O)NC(NC(=O)C2CCCCC2)(C(F)(F)F)C1=O (stereo not drawn)	-3%	13%	1	10%	30	-5%	-6%	12%	10%
Clc1ccc(Cn2nnc(-c3ccccc3)n2)cc1	-27%	21%	5	-1%	-20	1%	-14%	4%	15%
O=C(O)CSc1c2ccccc2cc2ccccc12	?	4%	-5	3%	-13	?	18%	6%	4%
Cc1ccn(CC(C)C(=O)O)n1 (stereo not drawn)	-20%	10%	-12	1%	0	-13%	-3%	1%	8%
CCNc1nc2ccccc2[nH]1	-8%	5%	3	-1%	-7	2%	-6%	-20%	7%
Cc1cc(C(=O)Nc2ccon2)c(C)o1	?	6%	7	1%	-4	-17%[1.84 µM]	-16%	?	9%
Cc1ccccc1N=C1NC(=O)/C(=C/c2cccn2C)S1	?	-29%	-17	?	-1	?	?	7.3µM*	-27%
CCOC(=O)c1c2ccc(OCC(=O)N/N=C/c3ccc(C)cc3)cc2n2ccccc12	2.6µM*	12%	6	?	4	?	40%[activator]	?	18%
O=C(Cn1c(=S)[nH]c2ccccc2c1=O)N1CCN(c2ccc(F)cc2)CC1	3%	-2%	-7	7%	-8	1%	9%	-22%	-3%
Cc1cc(NC(=O)CSc2n[nH]c(-c3cccs3)n2)no1	-3%	0%	2	?	24	-11%	-4%	-12%	11%
O=[N+]([O-])c1cc([N+](=O)[O-])c2cc(-c3cccnc3)[nH]c2c1	-1%	-3%	-2	-2%	61	2%	1%	10%	1%
C=CCOC(=O)/C(=C\c1ccccc1)NC(=O)c1ccco1	-1%	-8%	5	7%	15	0%	-2%	?	3%
O=C(Nc1ccccc1Cl)C1(c2ccccc2)CC1(Cl)Cl (stereo not drawn)	?	16%	3	-21%	7	-37%[inhibitor]	-1%	-8%	23%
COc1cccc(NC(=O)c2oc3ccccc3c2NC(=O)c2ccc3c(c2)OCO3)c1	-9%	-17%	21	?	nt	-2%	-1%	-22%	-30%
C/C=C(\C)CN1CCC(n2nccc2NC(=O)CCCc2ccccc2)CC1	3%	3%	-22	9%	25	0%	-29%	-18%	5%
COc1ccc(CCNC(=S)NC(=O)c2ccccc2)cc1C	?	-6%	5	1%	-28	?	?	-10%	1%
COc1cc(/C=C(\C#N)C(=O)NCc2cccs2)ccc1O	9%	-1%	-3	-3%	-14	?	-22%	1%	-5%
CNc1c(NS(=O)(=O)c2ccc(Cl)s2)c(=O)oc2ccccc12	-4%	-11%	-5	-5%	10	-3%	3%	-6%	-15%
COc1ccc(S(=O)(=O)N2Cc3ccccc3CC2C(=O)Nc2ccc(O)cc2)cc1OC (stereo not drawn)	1%	-6%	1	-4%	-23	-2%	4%	0%	0%
CCSc1nnc2c3cc(CC)ccc3n(C)c2n1	11%	-5%	3	-7%	22	0%	-5%	?	-4%
CCC(C(N)=O)N1C(=O)C2C3CCC(C3)C2C1=O (stereo not drawn)	nt	7%	-1	5%	24	nt	5%	1%	13%
Cc1cccc(N(C(=O)c2ccco2)C(C(=O)NC2CCCC2)c2cccnc2)c1C (stereo not drawn)	-7%	10%	3	17%	-10	-7%	4%	-22%	6%
CC(C)[C@H](NC(=O)[C@@H]1CSC2c3ccccc3C(=O)N21)C(=O)NCc1ccco1 (stereo partly drawn)	6%	4%	1	-8%	-7	-1%	-10%	12%	-10%
CCOc1ccc(S(=O)(=O)N2CC(=O)Nc3ccccc32)cc1	?	?	-6	?	52	15µM*	-2%	?	12µM*
CN(CCC1CCOCC1)C(=O)CC1C(=O)NCCN1C/C=C/c1ccccc1 (stereo not drawn)	7%	-1%	2	-10%	12	-7%	-1%	1%	11%
CCOC(=O)Cc1csc(NC(=O)CSc2ncnc3c2cnn3-c2ccc(OC)cc2)n1	20%	4%	27	6%	2	-3%	-13%	-7%	-2%
C[C@@H]1CCCCO[C@@H](CN(C)C(=O)Cc2ccccc2)[C@@H](C)CN([C@H](C)CO)C(=O)c2cc(N(C)C)ccc2O1	nt	2%	-1	14%	-4	nt	-10%	11%	5%
COc1cccc(-c2cnc3c(NC=O)cc(-c4ccncc4)cn23)c1	nt	-19%	-7	-7%	68	nt	14%	?	-19%
O=c1c2c3c(sc2n(CCN2CCCCC2)c(=O)n1Cc1ccco1)CCCCC3	13µM*	?	-46	-1%	-20	?	23%	?	?
COCC(=O)Nc1ccc2c(c1)[C@@H]1C[C@H](CC(=O)NCc3cccc(F)c3)O[C@@H](CO)[C@@H]1O2	nt	15%	-6	8%	9	nt	-1%	?	13%
COc1ccc(OC)c(NC(=O)C2CCC(CNc3c(N4CCOCC4)c(=O)c3=O)CC2)c1 (stereo not drawn)	1%	15%	-9	5%	-3	1%	-3%	8%	4%
O=C(NCc1ccc2c(c1)OCO2)c1cccc(S(=O)(=O)N2CCCC2)c1	-2%	0%	-4	nt	-2	6%	2%	nt	3%
Nc1cc(S(=O)(=O)c2ccc(N3CCCCC3)c(N)c2)ccc1N1CCCCC1	nt	-2%	6	?	40	nt	-4%	?	?
Cc1ccc(C(=O)Nc2nnc([C@H]3C[C@H](O)[C@@H](CO)O3)s2)cc1	nt	2%	-15	0%	38	nt	-6%	14%	21%
O=C(CCCN1C(=O)c2ccccc2C1=O)Oc1ccc(F)cc1	0%	0%	1	0%	-2	?	6%	-15%	5%
COc1cc(NC(=O)C23CC4CC(C2)CC(n2nnc(C)n2)(C4)C3)c(OC)cc1Cl	0%	-3%	2	10%	1	-1%	8%	?	1%
O=C(NC1CCCCCC1)c1ccc(Cl)c(S(=O)(=O)N2CCOCC2)c1	?	14%	-5	-16%	-9	?	2%	-16%	10%
CC1(C(=O)Nc2ccc3c(c2)OCCO3)CN(S(C)(=O)=O)CC(=O)N1CCc1ccc(O)cc1 (stereo not drawn)	nt	32%	-6	11%	23	nt	1%	1%	0%
S=c1[nH]nc2sc3ccccc3n12	-14%	4%	18	-6%	52	-1%	-2%	5%	0%
CS(=O)(=O)N(Cc1ccccc1)c1ccc(C(=O)NN=C2CCCCCC2)cc1	24%	2%	-15	24%	10	9%	19%	-12%	19%
COc1ccc(N=C2SCC(c3ccc([N+](=O)[O-])cc3)=NN2CCO)cc1	-23%	?	-8	-10%	nt	18%	6%	?	?
COc1ccccc1-c1cc2nc(C)c(CCC(=O)Nc3ccc(Br)c(C)c3)c(C)n2n1	nt	nt	6	7%	nt	nt	0%	2%	nt
COC(=O)c1ccc(OCC(O)CN2CCN(CC(O)COc3ccc(C(=O)OC)cc3)CC2)cc1 (stereo not drawn)	-23%	-6%	-1	?	-19	-2%	1%	-9%	-1%
O=C(CSc1nc2ccccc2o1)NC(=O)NCc1ccccc1	-2%	2%	-10	-3%	-6	-3%[9.22 µM]	-14%	2%	-1%
O=C1CN(C(=O)COC(=O)Cc2ccccc2F)c2ccccc2N1	-4%	0%	-2	0%	4	-9%	2%	-9%	0%
CCn1c(=O)c(C(C)=O)nc2ccccc21	-14%	10%	-3	13%	0	-5%	6%	8%	4%
O=C(N/N=C1/CCS(=O)(=O)c2ccc(F)cc21)c1ccccn1	1%	13%	1	5%	18	-12%	19%	13%	6%
Oc1cc(-c2ccccc2)c2ccccc2c1	?	?	0	-18%	-113*	21%	7%	1%	?
CCN1C(=O)[C@H]2[C@H]3CN=C(SCC4CC4)N3[C@@](CC)(C(=O)OC)[C@H]2C1=O	-2%	18%	-23	19%	16	?	1%	16%	16%
Cn1cccc1/C=C1\SC(=Nc2cccc(O)c2)NC1=O	9.2µM*	?	-12	?	30	60%	?	-6%	15µM*
COC(=O)C1=C(C)NC(C)=C(C(=O)OC)C1C(=O)OCC(=O)Nc1ccc(C(C)=O)cc1	-6%	0%	7	31%	?	-5%	10%	-8%	14%
COC(=O)CNC(=O)C(Cc1c[nH]c2ccccc12)NC(=O)OC(C)(C)C (stereo not drawn)	1%	0%	6	0%	25	0%	0%	4%	12%
O=C(NNS(=O)(=O)c1ccccc1)c1cccc(F)c1	2%	7%	4	2%	6	-1%	-31%	13%	2%
O=c1[nH]nc(-c2ccc(OCc3ccc(Cl)cc3Cl)cc2)o1	?	14%	-4	-4%	-17	-9%	1%	1%	19%
COc1ccc(OC)c(CNC(=O)C2CCN(S(=O)(=O)N3CCC(C)CC3)CC2)c1	-10%	2%	1	-23%	?	-7%	-5%	-16%	12%
CC(=O)n1nc(-c2cccnc2)nc1NCc1cccs1	0%	4%	-9	-25%	?	4%	-1%	6%	7%
